Assay outcomes: PubChem BioAssay, several laboratories
INS promoter inh: TRM-6 insulin promoter activity inhibition; inhibition, % at 2 µM; TRM-6 cells (human fetal islet line), insulin promoter-eGFP reporter, imaging; reporter expression induced with tamoxifen; actives 0.9% (n = 130,000);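 active = inhibition above the mean plus 3 SD, with well images judged a real hit on visual review, cut at about 60% in these data, passing the limit was not always enough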
sdo1 growth: sdo1-depleted yeast growth rescue. AID 817. z-score at 10 µM. actives 0.21% (n = 140,000). S. cerevisiae sdo1-depleted JHY4D growth rescue, OD600 30 h; hits give high values; pdr5 snq2 efflux-pump mutant strain;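 active = z-score above 3 at both the 24 hr and the 30 hr optical density reads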;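 note: z-score against mean and SD of all compound wells on the same plate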
sdo1 growth Rescue 24 h: also measured in sdo1 growth; calls as there; z-score; S. cerevisiae sdo1-depleted JHY4D growth rescue, OD600; measured here: growth rescue at 24 h;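 0 is the plate mean of compound wells and units are plate SD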
The depositor's hits bear a star; / = no result given; & = joins results of further samples; [ ] = remark or other dose. A portion of the library; the hit share may differ from the screen's.

Values run as follows: INS promoter inh	sdo1 growth	sdo1 growth Rescue 24 h
1) CCc1cc2c(=O)c(-c3cnn(-c4ccccc4)c3)c(C)oc2c(CN2CCCCC2)c1O
    12.5	-1.2	-1.19
2) CCOC(=O)N1CCN(C(=O)CSc2nnc(Cn3c(=O)sc4ccccc43)n2C)CC1
    /	1.1	1.3
3) Cc1ccc(/C=N/NC(=O)c2csc(C)c2)o1
    38.5	-0.31	-0.96
4) Cc1cc(C)n(-c2nc3ccccc3n3nnnc23)n1
    47.8	0.36	0.35
5) O=C(CSc1nc2ccccc2n1CCc1ccccc1)NC1CC1
    /	-1.14	-1.44
6) O=CN1CCN(C(=O)Cc2ccc([N+](=O)[O-])cc2)CC1
    -10.0	1.5	1.37
7) CC(C)C(=O)Nc1c(-c2cccs2)c(=O)c2ccccc2n1C
    14.3	0.08	-0.04
8) O=C1c2ccccc2C(O)(Cc2ccccc2)N1c1ccc2c(c1)OCO2 (stereo not given)
    /	-1.26	-0.8
9) CCOC(=O)c1c(-c2ccccc2)csc1NC(=O)c1cc2ccccc2oc1=O
    /	-0.51	0.15
10) Cc1c([N+](=O)[O-])c(C(=O)N2CCCC2)nn1C
    0.0	0.56	0.12
11) CCOC(=O)c1c(-c2ccc(Cl)cc2)cn2ccccc12
    0.0	1.26	1.76
12) NC(=O)CN1N=C(c2cc(Cl)sc2Cl)CSC1=O
    -337.5	-0.19	-1.1
13) O=C(Cc1ccccc1)Nc1nc2ccccc2s1
    /	-0.95	-0.97
14) CCn1c2ccccc2c2nnc(SCC(=O)Nc3c(C)n(C)n(-c4ccccc4)c3=O)nc21
    /	1.12	0.97
15) COc1ccc(-c2nnn(Cc3nc(N)nc(N4CCCCC4)n3)n2)cc1
    /	-0.29	-0.64
16) Cc1ccc(NC(=O)CN(c2ccc3c(c2)OCO3)S(=O)(=O)c2c(C)n[nH]c2C)cc1
    /	0.55	-0.18
17) Cn1c(=O)c2[nH]c(Nc3ccccc3)nc2n(C)c1=O
    14.9	0.45	0.51
18) Cc1cc(C)c2c(c1)c(C)cc1nnc(SCC(=O)NCc3ccco3)n12
    /	1.38	-0.48
19) Cc1ccc(S(=O)(=O)NCC2(c3ccccc3)CCOCC2)cc1
    13.3	/	/
20) CCCCSC1=C(C#N)C(c2ccccc2C)C(C(=O)OCC)C(=O)N1 (stereo not given)
    /	-1.44	-0.93
21) Cc1c(/C=N/NC(=O)CNc2ccccc2)c2ccccn2c1C(=O)c1ccccc1
    /	-1.09	-0.73
22) COc1ccc(-c2noc(CSc3ccccc3)n2)cc1OC
    -14.3	-0.52	-0.6
23) CCC(C)NCC(=O)Nc1ccc(-c2nc3cc(NC(=O)CNC(C)CC)ccc3o2)cc1 (stereo not given)
    /	0.84	0.49
24) Cc1cc(Nc2ccccc2)nn1C(=O)c1ccc(Br)cc1
    12.9	-2.78	-1.1
25) Clc1ccc(-c2nnc(-c3ccco3)nc2N2CCCCC2)cc1
    -29.4	-0.45	2.61
26) COC(=O)c1ccc(-n2nnnc2SCC(=O)Nc2ccccc2OC)cc1
    /	-0.05	-0.64
27) O=C(NCc1ccccn1)C(=O)NCc1ccccn1
    80.0*	/	/
28) CC(C)CSc1ncc(-c2cccc(C(F)(F)F)c2)cn1
    10.0	0.63	0.61
29) COc1ccc(C(=O)N2CCN(c3cccc(Cl)c3)CC2)c(OC)c1
    -67.7	-0.42	-0.17
30) O=C(N/N=C/c1c[nH]c2ccc(Br)cc12)c1ccn(Cc2ccc(Cl)cc2Cl)n1
    -10.0	-1.33	-1.18
31) Cc1cccc(C(=O)N2CCN(c3ccc([N+](=O)[O-])c(NCc4ccco4)c3)CC2)c1
    -17.1	-0.26	-0.65
32) O=C(O)CN1C(=O)CC(Cc2ccccc2)C1=O (stereo not given)
    /	0.55	0.27
33) COc1ccc(C2=Nn3c(nnc3-c3ccccc3)SC2)cc1OC
    2.7	-0.88	0.25
34) CC(C)CC[n+]1ccn(-c2nc3ccccc3nc2[N-]S(=O)(=O)c2ccccc2)c1
    4.7	0.87	0.54
35) COC(=O)c1ccccc1NC(=O)c1ccc(NS(C)(=O)=O)cc1
    62.5	-0.81	-0.83
36) Cc1cc(Cl)ccc1NC(=S)Nc1cccnc1
    -8.8	0.23	0.31
37) CCN1CCN(CC(=O)N/N=C/c2ccc(F)cc2F)CC1
    26.1	0.3	-0.2
38) Cc1ccc(-n2c(Cn3nc(C(F)F)cc3C(F)F)n[nH]c2=S)cc1
    -3.3	0.58	-0.27
39) CCC(CO)Nc1ncnc2c1cnn2-c1ccc(OC)cc1 (stereo not given)
    /	1.02	0.83
40) Cc1ccc(C(C(=O)NC2CCCCC2)N2CCOCC2)cc1 (stereo not given)
    -24.1	0.39	-0.3
41) Cn1c(CNc2cccc(Cl)c2)nnc1SCC#N
    11.1	/	/
42) COc1ccc(NC(=O)/C(C#N)=C/c2ccc3c(c2)n(C)c(=O)n3C)cc1
    33.3	-0.83	-0.76
43) CC[n+]1c(/C=C(\C)SC)sc2ccccc21
    -20.8	-0.03	-0.41
44) Cn1nnc2cc(C(=O)NCc3ccco3)ccc21
    -6.7	0.52	-0.13
45) COc1ccc(NC(=O)CSc2c3c(nc4ccccc24)CCCC3)c(OC)c1
    -6.7	-0.51	0.75
46) Cc1ccc(S(=O)(=O)N2CCN(S(C)(=O)=O)C2c2ccccc2)cc1 (stereo not given)
    -21.6	0.04	-0.11
47) Cc1cc(C)c(S(=O)(=O)C(C)C)c(=O)[nH]1
    20.0	/	/
48) COc1cc(OC)nc(Oc2ccccc2C(=O)Oc2ccccc2Cl)n1
    -5.4	-1.15	-1.1
49) CCC1Oc2ccc(Cl)cc2N(CC(=O)O)C1=O (stereo not given)
    /	0	0.03
50) CCCCNCC(=O)Nc1sc(C)c(C)c1C(=O)OCC
    20.0	-0.09	-0.44

Continuation.
Values run as follows: INS promoter inh	sdo1 growth	sdo1 growth Rescue 24 h
51) COc1ccc(C2CC(c3ccccc3OC(C)=O)=NN2C(=O)/C=C/c2ccccc2)cc1 (stereo not given)
    -37.9	-0.16	0.07
52) Cc1cccc(-n2nc3c(c2NC(=O)c2ccc(Br)o2)CSC3)c1C
    -9.1	-0.83	-0.95
53) Cc1ccc(C(=O)NNC2=NCCC2)cc1
    43.3	-0.67	-0.74
54) COc1ccc(-c2ncc3ccccn23)cc1
    62.5	0.17	-0.82
55) CCOC(=O)c1cc(-c2ccccc2)sc1NC(=O)CN1C(=O)c2ccccc2C1=O
    30.0	/	/
56) Cc1cccc(NC(=S)Nc2ccc(Oc3ccccc3)cc2)n1
    /	-0.93	-0.89
57) CCOC(=O)NC(=O)CSc1nc(C)cc(C)c1C#N
    25.9	0.25	-0.41
58) CS(=O)(=O)N(CC(=O)N/N=C/c1ccc(OCC(=O)N2CCOCC2)cc1)c1ccccc1Cl
    38.5	-0.23	-0.91
59) CCOc1cc(/C=N/O)ccc1OCC(=O)Nc1cccc(C)c1
    -34.5	-0.29	-0.35
60) C=CCOCC(O)CS(=O)(=O)Cc1ccc(Cl)cc1 (stereo not given)
    19.4	0.55	0.19
61) CCOC(=O)c1cccc(NC(=O)C2CCN(S(=O)(=O)c3cccs3)CC2)c1
    -45.2	0.19	0.37
62) CCN(c1c(C)n(C)n(-c2ccccc2)c1=O)S(C)(=O)=O
    -2.9	0.36	0.03
63) CCOC(=O)N1CCN(Cc2cccs2)CC1
    50.0	0.26	-1.09
64) CN(C)CCCN(C(=O)CCc1ccccc1)c1nc2ccc(F)cc2s1
    -32.3	-0.7	-0.6
65) O=C(c1ccc([N+](=O)[O-])cc1)N1CCSC1c1ccc(Cl)cc1 (stereo not given)
    15.6	0.53	-0.31
66) CC(C(=O)Nc1nccs1)N1C(=O)C2CC=CCC2C1=O (stereo not given)
    28.6	1.71	2.33
67) O=C(/C=C/c1cccs1)NC1CC1
    -25.0	/	/
68) O=C(OCc1nnc(-c2ccccc2)o1)c1cccnc1Cl
    7.1	/	/
69) CC1(C)C(=O)OC(C(=O)c2ccc(Cl)cc2)C(C)(C)C1=O (stereo not given)
    3.3	1.71	0.02
70) CCOC(=O)C(=O)/C(=C\N(C)C)c1onc(-c2ccccc2)c1C(=O)OC
    -12.5	0	-0.29
71) COc1ccc(S(=O)(=O)/N=C2/NC(=O)/C(=C\c3ccco3)S2)cc1
    6.7	1.05	0.9
72) O=C(Cc1cccs1)Nc1nnc(SCc2cccc3ccccc23)s1
    /	-0.41	0.52
73) COC(=O)c1cn(NC(=O)Cc2ccc(Cl)c(Cl)c2)c(=O)c2ccccc12
    -51.7	-0.93	-1.11
74) CCN(Cc1ccccc1)C(=O)C1CCC(CNc2c(N3CCOCC3)c(=O)c2=O)CC1 (stereo not given)
    /	0.62	2.02
75) CCCCc1c(O)nc2sc3cc(OC)ccc3n2c1=O
    -30.4	-1.23	-0.87
76) O=C1OC(/C=C/c2ccccc2)=NC/1=C\c1cccnc1
    6.2	/	/
77) Nc1nc2c(Cl)cc(Cl)cc2s1
    -92.3	/	/
78) COc1ccc(S(=O)(=O)N(C)CC(=O)NCCC2=CCCCC2)cc1
    /	0.17	-0.04
79) CC(C)NS(=O)(=O)c1ccc(Oc2ncc(C(F)(F)F)cc2Cl)cc1
    0.0	0.41	0.34
80) CCCNC(=O)COC(=O)c1ccc(OCC(=O)Nc2ccccc2OC)c(OC)c1
    /	2.17	1.38
81) Cc1ccc(-c2nnnn2C2C/C(=N\NC(N)=S)C3OCC2O3)cc1 (stereo not given)
    25.0	/	/
82) CCCNS(=O)(=O)c1cccc(C(=O)NC2CCCc3ccccc32)c1 (stereo not given)
    -4.3	0.81	1.23
83) O=C(Cn1nc(-c2ccccc2)c2ccccc2c1=O)Nc1ccc2c(c1)nc1n2CCOC1
    /	-0.08	-0.37
84) O=C1CN(CC(=O)N2CCOCC2)c2ccccc2O1
    /	-0.08&1.3	-0.33&0.54
85) O=C(Nc1ccc(-c2nnc(-c3ccccc3)o2)cc1)C(F)(F)F
    /	-0.94	-0.41
86) CC(C)(c1ccccc1)c1ccc(OCCN)cc1
    60.0	/	/
87) CC(=O)N1CCN(c2ccc(Oc3nnnn3-c3ccccc3)cc2)CC1
    /	0.4	0.44
88) CCC(=O)Nc1ccc2c(c1)ncn2-c1ccccc1OC
    /	1	0.81
89) Oc1ccc2ccccc2c1CNc1cnc2ccccc2c1
    /	1.08	1.61
90) COC(=O)c1ccc(C2C(Oc3ccccc3)C(=O)N2CCc2ccc(OC)c(OC)c2)cc1 (stereo not given)
    /	0.52	1.37
91) CC(C)C(C)(C#N)NC(=O)CSc1nnc(C(F)(F)F)n1C (stereo not given)
    -10.8	0.12	-0.16
92) O=C(CCSCCc1ccccn1)Nc1ccc(Cl)cn1
    -46.9	-0.08	-0.62
93) COc1ccc(-n2c(SCC(=O)c3c(N)n(C)c(=O)n(C)c3=O)nc3ccccc32)cc1
    2.6	-0.14	0.04
94) N#CCC(=N)N1CCN(c2ccc(Cl)cc2)CC1
    -3.1	-0.45	-0.91
95) COCCNC(=S)NCCCNc1nc2cc3c(cc2cc1C#N)OCO3
    35.5	0.46	-0.14
96) COc1ccccc1N(C(=O)c1ccco1)C(C(=O)NC1CCCC1)c1cccnc1 (stereo not given)
    /	0.87	-0.02
97) COC(=O)c1ccccc1OCCCOc1ccc(C)cc1OC
    -27.8	0.04[11.2 µM]	0.02
98) Cc1cc(C)c2c(n1)sc1c(N3CCOCC3)ncnc12
    -39.7	/	/
99) CC(NC(=O)c1ccc(OC2CCN(C(=O)c3cccnc3)CC2)cc1)C1CC1 (stereo not given)
    28.6	/	/
100) Cc1ccc(-c2csc(N(Cc3ccco3)C(=O)c3cccs3)n2)cc1
    21.6	-0.21	-0.46

Fetched by compound from the entries so far, five records:
Values run as follows: INS promoter inh	sdo1 growth	sdo1 growth Rescue 24 h
96) COc1ccccc1N(C(=O)c1ccco1)C(C(=O)NC1CCCC1)c1cccnc1 (stereo not given)
    /	0.87	-0.02
98) Cc1cc(C)c2c(n1)sc1c(N3CCOCC3)ncnc12
    -39.7	/	/
97) COC(=O)c1ccccc1OCCCOc1ccc(C)cc1OC
    -27.8	0.04[11.2 µM]	0.02
99) CC(NC(=O)c1ccc(OC2CCN(C(=O)c3cccnc3)CC2)cc1)C1CC1 (stereo not given)
    28.6	/	/
100) Cc1ccc(-c2csc(N(Cc3ccco3)C(=O)c3cccs3)n2)cc1
    21.6	-0.21	-0.46

(more compounds)
Values run as follows: INS promoter inh	sdo1 growth	sdo1 growth Rescue 24 h
101) CCOC(=O)C1=C(C)NC2=C(C(=O)CC(C)(C)C2)C1c1coc2ccccc2c1=O (stereo not given)
    -447.1	0.97	1.11
102) CCc1c(C)sc(NC(NC(C)=O)(C(=O)OC)C(F)(F)F)c1C#N (stereo not given)
    20.0	0.63	-0.78
103) O=C(O)c1nn(-c2ccccc2)ccc1=O
    /	0.47	-0.21
104) Cc1c(Cl)cccc1NC(=S)NN1CCOCC1
    14.8	0.83	0.47
105) O=C(C[n+]1cccc(CNC(=O)c2ccc(OC(F)F)cc2)c1)Nc1ccc(F)cc1
    /	1.14	0.51
106) CCC(C)(C)n1nnnc1CN1CCC(NC(=O)c2ccc(Br)cc2)CC1
    45.0	-2.31	-1.93
107) COc1ccccc1N(C)S(=O)(=O)c1ccc(C(=O)OCC(=O)NCC(F)(F)F)cc1
    6.7	/	/
108) Cn1cc(C(=O)c2ccccc2)cc1-c1nc2ccccc2n1C
    -18.8	-1.88	-1.67
109) CS(=O)(=O)N1N=C(c2ccc(Br)cc2)CC1c1cccs1 (stereo not given)
    25.0	1.06	1.49
110) Cc1cc(C)c(C#N)c(SCCS(=O)(=O)c2ccc(C(C)(C)C)cc2)n1
    -27.6	0.39	1.26
111) Oc1ccc(Br)cc1-c1cc(-c2ccc(Cl)cc2)n[nH]1
    -34.4	-1.27	-0.95
112) CCC(=O)Nc1ccc(N2CCCCC2)c(C(=O)Nc2ccccc2C)c1
    42.9	-1.55	-1.31
113) Cc1cccc(C(=O)NC2C(=O)NNC2c2ccc(Cl)cc2)c1 (stereo not given)
    -18.2	/	/
